HIV RNase H inh – HIV-1 RT RNase H inhibitors, primary screen, biochemical, fluorescence. 65,000 tested, 1.9% active. Gag-Pol polyprotein (Human immunodeficiency virus type 1 group M subtype B (isolate …. inhibition, % at 10 µM. RT-RNase H RNA/DNA duplex cleavage; in the data active = inhibition above about 50%
RmlC RmlD mix – RmlC and RmlD coupled enzyme inhibitors, primary screen, biochemical, 384-well, compound mixtures, retest; RmlC/RmlD coupled enzyme inhibition, 384-well mixture HTS; inhibition, % at 5.5 µM; 110,000 tested, 0.39% active; AID 1532, 2009; in the data active = inhibition above about 30%, passing the limit was not always enough; also: strong numbers were not always called active
Starred values were filed as active, the others as inactive; · = not tested or not shown; & = joins results of further samples. An excerpt (hit frequency here may not be typical).

SMILES	HIV RNase H inh	RmlC RmlD mix
Cc1ccc(C2CC(=O)NC(SCC(=O)OCc3ccccc3)=C2C#N)o1 (stereo not given)	-23.8	-6.0
O=c1oc2cc(O)ccc2cc1-c1ccc(F)cc1	-13.5	136.2*
C=CCn1c(SCCCCCC)nc(O)cc1=O	-20.2	20.8
CCCCN(C)C(=O)c1coc(=O)c2ccccc12	-5.7	1.5
CC(C)Cn1c(-c2ccco2)n[nH]c1=S	·	8.9
CN(C)c1nc(SCc2ccccc2)nc(N2CCOCC2)n1	·	-11.2
CC1=C(C)[N+](=O)C2(O)CCCCC2(C)N1[O-] (stereo not given)	·	-5.7
CC1(C)CC(=O)C=C(NCC(=O)O)C1	9.8	-9.7
Cc1ccccc1NC(=O)Nc1cccs1	2.1	8.1
CCn1c(SCC(=O)Nc2cc(C)on2)nnc1-c1c[nH]c2ccccc12	·	7.5
Cc1csc(Sc2ccc([N+](=O)[O-])cc2C(=O)OCC(=O)NC2CCCC(C)C2C)n1 (stereo not given)	·	-6.1
O=C1C2ON(c3ccccc3)C(c3ccncc3)C2C(=O)N1c1ccc(Br)cc1 (stereo not given)	-16.7	-10.9
O=S1(=O)CCN2C=C(Br)C=C(Br)C2=N1	-4.4	0.5
COc1cc2c(cc1OC)C(c1ccncc1)CC(=O)N2 (stereo not given)	-9.3	-14.9
CC(C)CC(COCc1cccc(Cl)c1)N1CCN(C(=O)c2cccc(C(F)(F)F)c2)CCC1=O (stereo not given)	·	6.2
O=S(=O)(/C=C/c1ccccc1)N1CCN(c2ccc(F)cc2)CC1	·	3.1
COC(=O)c1cc(NS(=O)(=O)c2ccc(OC)c(OC)c2)ccc1Cl	-1.8	8.0
CC(C)n1c(NCc2ccc(N(C)C)cc2)nc2ccccc21	1.2	-2.1
CCn1c(CC(=O)Nc2cccc(Cl)c2Cl)nnc1SCCOc1ccc(OC)cc1	·	6.9
CC(C)CNC(=O)C1CC(=O)OC12CCCCC2 (stereo not given)	0.1	-13.5
Cc1ccc(-c2cc(C(F)F)n3ncc(C(=O)NCc4ccco4)c3n2)cc1	70.3*	21.9
Cc1cc(/C=N/n2cnnc2)c(C)n1-c1ccc2c(c1)OCO2	-6.7	3.6
COc1ccc(CCN2C(=O)CC(N3CCN(S(=O)(=O)c4ccccc4)CC3)C2=O)cc1 (stereo not given)	-1.7	6.8
c1ccc(Nc2nc3ccccc3n3nnnc23)cc1	·	6.9
COC(=O)c1ccc(Cl)c(NC(=O)NC2CCCCC2)c1	-0.1	31.5
O=C(Nc1ccc(-c2noc(CCc3ccccc3)n2)cc1)c1ccco1	-0.8	-15.4
Cc1onc(-c2ccccc2Cl)c1C(=O)Nc1ccc(-n2nncc2C(C)(C)C)cc1	3.4	10.0
Cn1nc(-c2ccc(OCC(=O)N3CCN(Cc4ccccc4)CC3)cc2)c2ccccc2c1=O	-24.5&-21.6	-9.2
O=C1C(c2ccc(F)cc2)N(Cc2ccc3c(c2)OCO3)C(=O)CN1C1CCCCCC1 (stereo not given)	·	-17.1
O=S(=O)(c1cccc2cccnc12)N1CCN(c2ccccc2)CC1	·	-12.4
CC1CCCN(c2nc3ccccc3nc2C(C#N)S(=O)(=O)c2ccccc2)C1 (stereo not given)	5.2	·
CC(C)OC(=O)CN1CCN(C2c3ccccc3-c3ccccc32)CC1	-17.0	-6.5
O=C(NC1CCCCC1)[C@H](CSCc1ccccc1)N1Cc2ccccc2C1=O	·	3.0
CC1=NC(C)(C)Cc2ccccc21	·	17.0
Cc1onc(-c2ccccc2)c1C(=O)Nc1nc(-c2cc(F)ccc2F)cs1	9.5	8.8
CC(C)CN(CC(C)C)S(=O)(=O)N1CCC(C(=O)NCc2cccs2)CC1	0.3	3.3
COC(=O)CCC(=O)NC(=S)Nc1cc(Cl)ccc1Cl	·	-18.6
COc1cc(C(c2c(C)[nH][nH]c2=O)c2c(C)[nH][nH]c2=O)ccc1OC(=O)c1cccc([N+](=O)[O-])c1	·	-0.1
COC(=O)c1c(C)cc(O)c(C)c1O	·	12.0
Cn1cccc1Cc1nnc(SCC(=O)N2CCCc3ccccc32)n1-c1ccc(F)cc1	-9.6	-6.9

Reprinted from the part before: two compounds; new compounds follow.
SMILES	HIV RNase H inh	RmlC RmlD mix
COC(=O)c1c(C)cc(O)c(C)c1O	·	12.0
Cn1cccc1Cc1nnc(SCC(=O)N2CCCc3ccccc32)n1-c1ccc(F)cc1	-9.6	-6.9
CCC(C)C(NCc1cccc(C)c1)C(=O)O (stereo not given)	4.6	·
COc1ccc(OCC(O)Cn2c(Nc3cccc(C)c3)nc3c2c(=O)n(C)c(=O)n3C)cc1 (stereo not given)	6.3	·
Cn1c(=O)[nH]c(=O)c2c1nc(Br)n2CCC(=O)c1ccccc1	-12.6	-12.5
CNC(=O)/C=C1\NC(C)(C)Cc2c1ccc1ccccc21	·	-6.1
CN(CC(=O)Nc1ccc(F)c(F)c1F)C1CCCCC1	·	3.5
CC(C)c1ccc(/C=N/NC(=O)CN(c2cccc(Cl)c2Cl)S(C)(=O)=O)cc1	·	3.1
COc1ccc(CCNC(=O)CN2CCOc3ccccc32)cc1OC	-2.9	-12.7
O=C1S/C(=C\c2ccc(N3CCOCC3)o2)C(=O)N1Cc1c(F)cccc1Cl	·	10.2
Cc1ccc(NC(=O)CC2CS(=O)(=O)CC2CC(=O)Nc2ccc(C)c(C)c2)cc1C (stereo not given)	·	-8.8
O=C(CSc1ncnc2c1oc1ccccc12)Nc1cccc(C(F)(F)F)c1	-2.4	-35.8

Record cards (already shown). Values in the order: HIV RNase H inh, RmlC RmlD mix
O=C(CSc1ncnc2c1oc1ccccc12)Nc1cccc(C(F)(F)F)c1 reads -2.4, -35.8
CNC(=O)/C=C1\NC(C)(C)Cc2c1ccc1ccccc21 reads ·, -6.1
CC(C)c1ccc(/C=N/NC(=O)CN(c2cccc(Cl)c2Cl)S(C)(=O)=O)cc1 reads ·, 3.1
COc1ccc(OCC(O)Cn2c(Nc3cccc(C)c3)nc3c2c(=O)n(C)c(=O)n3C)cc1 (stereo not given) reads 6.3, ·

Going on with the list:
SMILES	HIV RNase H inh	RmlC RmlD mix
Cc1ccc(N(CC(=O)Nc2ccc(F)cc2)S(=O)(=O)N2CCCC2)cc1	10.5	-11.4
C/C=C(\C)c1nnc(NC(=O)C(C)C)s1	-5.4	7.1
COc1ccc(C)cc1NC(=O)CSc1nnc(-c2ccco2)n1N	·	18.0
O=C(O)CCC(=O)N1CCc2cc(S(=O)(=O)N3CCN(c4ccc(F)cc4)CC3)ccc21	0.8	4.9
COc1ccc(NS(=O)(=O)c2cc(C)ccc2NC(=O)c2cc(C)oc2C)cc1	0.4	4.3
CCOn1c(SCC)nc2ccccc2c1=O	·	3.4
CN(CCO)c1ccc([N+](=O)[O-])cc1C(=O)O	·	-26.1
C#CCOC(=O)c1ccccc1C(=O)OCC#C	-22.0	5.5
O=C(COc1ccc2c3c(c(=O)oc2c1)CCC3)c1ccc2c(c1)OCO2	42.2	9.4
COc1cc(C2c3c(-c4cc(Cl)c(C)cc4O)n[nH]c3C(=O)N2Cc2cccnc2)ccc1O (stereo not given)	7.0	-18.6
CCOC(=O)C1CCN(C(=O)c2ccccc2N(C)S(C)(=O)=O)CC1	-7.9	2.3
O=S(=O)(NCc1ccccc1)c1ccc(S(=O)(=O)N2CCCCC2)cc1	3.6	-9.5
CC(CC(=O)NC1CCCC1)c1ccccc1 (stereo not given)	·	3.9
O=C(CSc1nc2ccccc2s1)NNC(=O)Nc1ccc(Cl)c(Cl)c1	·	1.2
CCCCNC(=O)n1c(SC)nc2ccccc21	·	-8.0
CC1(NC(=O)c2cc(S(=O)(=O)N3CCCCC3)ccc2Cl)CCS(=O)(=O)C1 (stereo not given)	·	-8.8
CCCSC(=O)N(CC)CC(=O)Nc1c(CC)cccc1CC	·	8.2
COc1ccc(S(=O)(=O)Cc2ccc(C(=O)N3CCN(c4cccc(C)c4C)CC3)o2)cc1	-22.7	-76.5
CC1CCCN(CC(=O)Nc2ccc(S(=O)(=O)N3CCCCC3)cc2)C1 (stereo not given)	·	6.8
COc1ccccc1OCCCCCNCCO	-17.9	-9.0
Cc1cc2ccccc2c(=O)n1CC(=O)NCC(=O)N1CCN(c2cccc(Cl)c2)CC1	14.9	3.4
COC(=O)C1CCN(C(=O)COC(=O)Cn2cnnn2)CC1	-17.1	-7.0
CCc1ccc(NC2=NC(C(=O)NC3CCCCC3)CC(=O)N2)cc1 (stereo not given)	-4.8	6.1
CCOC(=O)c1ccc(N2C(=O)CC(N(C)Cc3ccccc3)C2=O)cc1 (stereo not given)	·	3.1
CCOC(=O)c1cc(C(=O)OCC)c2cc(Br)ccc2n1	-13.8	-8.0
COc1cccc(-c2cc(C(F)(F)F)nc(N3CCOCC3)n2)c1	-8.7	6.7
COc1cccc(C(=O)Nc2c(F)c(F)c(F)c(F)c2F)c1	-5.7	1.5
CC(=O)C1=C(C)OC(N)=C(C(=O)OC(C)C)C12C(=O)Nc1ccccc12 (stereo not given)	1.6	-0.7
CC(C)(C)OC(=O)NCCc1nnc(S(=O)(=O)Cc2ccc(Cl)cc2Cl)o1	6.4	9.9
COc1cc2c(c(OC)c1)C(c1ccncc1)CC(=O)N2 (stereo not given)	-26.8	-10.3
CC(=O)c1c(N2CCCC2)nc(=S)n(-c2ccccc2)c1C	·	-7.0
COCCn1c(COc2ccccc2)nnc1SCC(N)=O	1.6	·
COc1cc(C2NC(=O)NC(C)=C2C(=O)OCc2ccccc2)ccc1O (stereo not given)	-27.9	17.4
CCOc1cc(C(=O)Nc2c3c(nn2C(C)(C)C)CS(=O)C3)cc(OCC)c1OCC (stereo not given)	2.8	9.3
O=C(O)CSc1cccc2cccnc12	3.9	1.0&-3.6
CCCn1c(SC(C)C(=O)O)nc2ccccc21 (stereo not given)	·	-13.1
Cn1c(N)c(C(=O)CSc2nc3ccccc3n2-c2ccccc2)c(=O)n(C)c1=O	29.2	-2.9
CSC1=C(C#N)C(CC(C)C)C(C(C)=O)=C(C)N1 (stereo not given)	-6.1	-7.2
COC(=O)N[C@H](CC(C)=O)c1cccc(C(F)(F)F)c1	·	4.2
CC(c1nnc(SCn2nnc3ccccc3c2=O)n1-c1ccc(Cl)cc1)N(C)C (stereo not given)	-2.6	11.7
CN(c1ccc(C(=O)NCCc2ccccc2)cc1)S(C)(=O)=O	·	11.2
O=C(c1ccccc1)c1cnc(-c2ccc(Cl)cc2)s1	·	-16.4
Cc1sc(NC(=O)CSc2nnnn2C2CCCC2)c(C#N)c1C	-7.8	12.4
O=C(Nc1ccon1)c1cccc(Cl)c1	-7.1	-6.9
COc1ccc(Cc2c(N)nc(N)nc2N)cc1	·	9.2
CC(C)c1nnc(NC(=O)CCC(=O)NCC2CCCO2)s1 (stereo not given)	2.2	-15.4
CCOC(=O)c1cc(-c2ccc(OC)cc2)nc2c1c(C)nn2CCC#N	·	-11.7
O=C(NCC(F)(F)F)N1CCOCC1	2.3	6.0
COc1cccc(C(=O)OC(C)CN2CCCC2)c1 (stereo not given)	-16.4	·
COc1ccc(/C(O)=C2\C(=O)C(=O)N(c3cc(C)on3)C2c2ccccc2OC)cc1C (stereo not given)	6.0	2.6

Four compounds drawn at random from those above, as already listed:
SMILES	HIV RNase H inh	RmlC RmlD mix
CC(C)CNC(=O)C1CC(=O)OC12CCCCC2 (stereo not given)	0.1	-13.5
O=S(=O)(c1cccc2cccnc12)N1CCN(c2ccccc2)CC1	·	-12.4
CN(CC(=O)Nc1ccc(F)c(F)c1F)C1CCCCC1	·	3.5
Cc1ccc(C2CC(=O)NC(SCC(=O)OCc3ccccc3)=C2C#N)o1 (stereo not given)	-23.8	-6.0

(cont.)
SMILES	HIV RNase H inh	RmlC RmlD mix
O=C(Cc1nc(-c2ccc([N+](=O)[O-])cc2)cs1)Nc1ccccc1	·	7.3
Cc1cc(C)cc(N(C(C)C(=O)Nc2c(C)n(C)n(-c3ccccc3)c2=O)S(C)(=O)=O)c1 (stereo not given)	-0.5	10.8
Cc1c(NC(=O)Cn2nc(C(=O)O)c3ccccc3c2=O)c(=O)n(-c2ccccc2)n1C	4.7	4.2
CS(=O)(=O)Nc1ccc(OCc2ccccc2)cc1	-10.3	4.3
Cc1ccc(C(=O)CCNc2ccc(Cl)cc2)o1	·	10.8
O=C(Nc1ccc2c(c1)OCCO2)c1c(F)c(F)c(F)c(F)c1F	-1.5	7.5
COc1ccc(-c2cc(C(=O)Nc3cccc(C(C)=O)c3)no2)cc1	12.1	-15.6
CCCS(=O)(=O)N1CCCC(C(=O)N2CCN(c3ccccn3)CC2)C1 (stereo not given)	-7.9	10.4
CCc1cc(-c2n[nH]c(C)c2Oc2ccc(C(C)C)cc2)c(O)cc1O	·	-6.6
CC1(C)Cc2c(sc3ncn4nc(CCC(=O)O)c(=O)nc4c23)CO1	0.6	12.2
COC(=O)c1c(N)c(C#N)c2n1CCCCC2	-6.3	9.6
CCCCCc1nc2ccccc2c(=O)n1N	-3.1	8.0
C/C(=C\C(=O)c1ccc(C)cc1)Nc1cccc(O)c1	-12.5	·
COc1ccc(CC(=O)Nc2ccc(S(=O)(=O)Nc3nccc(C)n3)cc2)cc1	·	11.3
Cc1cc2c(N)cccc2nn1	41.8	-28.4
COc1ccc(C(=O)N2CCc3cc(OC)c(OC)cc3C2)cc1OC	-10.2	1.0
C=CCn1c(SCC(=O)N2CCc3ccccc3C2)nc2ccccc2c1=O	·	4.0
Fc1ccccc1CSc1ncnc2c1oc1ccccc12	-18.2	5.3
CCCOc1ccc(-c2nnc(-c3cccs3)o2)cc1	·	-7.2
O=C(NCCCN1CCCC1=O)c1cc(=O)c2ccccc2o1	-9.3	3.8
CC1(C)CC(NC(=O)C2CCCCC2C(=O)O)CC(C)(C)N1 (stereo not given)	-15.4	5.5
Cc1ccc(C)c2nc(SCC(=O)NCc3cccs3)c(C#N)cc12	·	-2.8
[N-]=[N+]=CC(=O)OC[C@H](N)C(=O)O	-4.1	-8.9
COc1ccc(CN(Cc2nc3ccccc3c(=O)[nH]2)C(=O)C(C)(C)C)cc1	-2.2	-13.0
CC(C)(C)NC(=O)COC(=O)c1nsc(Cl)c1Cl	·	-5.5
CC[C@H]1CC2CN3CCc4c([nH]c5cc(OC)ccc45)[C@](C(=O)OC)(C2)[C@H]13	·	-10.1

High-throughput results as filed in PubChem BioAssay.
